ALOX15B inhib = inhibitors of human 15-lipoxygenase 2 (ALOX15B) | O15296 | purified 15hLO-2, xylenol orange hydroperoxide absorbance | Potency, µM (doses to about 57.1 µM), for inactives: at the highest dose activity change, negative = inhibition, actives largely listed as inhibitors | hit rate 0.56% among 110,000 | AID 881; further: potency means the concentration at half of the fitted maximal effect; nearly all actives have a fitted effect of over 60% in size; many of its hits are not listed in these tables
Target sequence (O15296 whole entry, looked up): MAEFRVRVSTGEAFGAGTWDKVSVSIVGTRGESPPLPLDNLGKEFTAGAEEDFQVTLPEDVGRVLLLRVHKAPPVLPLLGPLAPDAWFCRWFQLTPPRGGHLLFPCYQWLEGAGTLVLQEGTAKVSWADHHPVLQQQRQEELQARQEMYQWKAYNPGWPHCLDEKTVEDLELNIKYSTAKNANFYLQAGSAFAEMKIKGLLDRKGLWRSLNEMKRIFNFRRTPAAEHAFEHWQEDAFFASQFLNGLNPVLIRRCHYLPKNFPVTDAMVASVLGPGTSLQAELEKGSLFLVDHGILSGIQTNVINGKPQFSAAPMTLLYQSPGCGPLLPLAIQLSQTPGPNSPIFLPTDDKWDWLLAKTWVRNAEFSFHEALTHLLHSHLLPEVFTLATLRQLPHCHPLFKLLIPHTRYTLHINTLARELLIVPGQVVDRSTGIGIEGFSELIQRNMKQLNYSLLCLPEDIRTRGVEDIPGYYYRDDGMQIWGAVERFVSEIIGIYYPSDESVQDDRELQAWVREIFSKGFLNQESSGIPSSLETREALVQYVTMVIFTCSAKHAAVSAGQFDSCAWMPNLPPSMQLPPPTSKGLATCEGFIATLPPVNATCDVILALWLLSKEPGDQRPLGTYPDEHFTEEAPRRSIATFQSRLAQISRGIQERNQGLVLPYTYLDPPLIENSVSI
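Screening format was qHTS against 50 nM purified 15hLO-2 in Hepes pH 7.5 with detergent. Activity follows hydroperoxide formation from 45 uM arachidonic acid, measured as 573:405 nm absorbance ratio of the ferric-xylenol orange complex.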
IMPase cell inh = membrane-permeable compound that blocks inositol monophosphatase; inhibition (IP1 accumulation), % at 46.1 µM; CHO-M1 cells, IP1 accumulation, HTRF TR-FRET ratio; 120,000 tested, under 10 active; AID 901; active means well fitted curve in the direction sought with a large enough effect in the signal ratio, not every such curve was filed as active; inconclusive means small, poorly fitted or top-dose-only effect, or a change in a side signal; inactive means no such curve, though single readings can be large or run the other way; the % refers to the signal ratio;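 further: cells stimulated with carbachol in lithium chloride buffer; plate controls were DMSO basal wells for no effect and reference inhibitor wells for full effect; higher means more IMPase inhibition seen as more IP1 and lower FRET ratio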
Target sequence (P97697 whole entry, looked up): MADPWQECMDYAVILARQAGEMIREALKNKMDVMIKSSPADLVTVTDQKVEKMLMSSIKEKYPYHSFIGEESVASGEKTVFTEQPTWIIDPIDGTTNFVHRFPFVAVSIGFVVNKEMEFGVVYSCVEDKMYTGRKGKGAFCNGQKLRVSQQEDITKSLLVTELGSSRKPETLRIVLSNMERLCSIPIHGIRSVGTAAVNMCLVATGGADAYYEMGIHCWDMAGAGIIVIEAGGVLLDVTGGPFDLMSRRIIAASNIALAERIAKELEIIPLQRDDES
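Elevated IP1 in lysates lowers TR-FRET signal (665/620 ratio and 620 channel reported). Cells were CHO-M1, given carbachol (50 uM as added) plus 50mM LiCl, pH 7.4, 30 min, 37C; compounds titrated up to 46 uM; AC50 by Hill equation.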
PNC inhibitor = inhibitors of perinucleolar compartment assembly | PC3M PTB-GFP, PNC prevalence imaging, 16 h; active compounds read low | activity change (PNC), negative = inhibition, % at 10 µM | hit rate 3.1% among 140,000 | AID 2417;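 active means readout at or below -70, meaning at least 70% loss of cells showing the perinucleolar compartment, a nuclear body marking cancer cells; inconclusive means readout between -30 and a set limit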;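 further: plate controls were DMSO wells for no effect and camptothecin positive control wells for full effect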
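PC3M cells stably expressing PTB-GFP, 750–1000 cells/well, treated 16 h at 37 °C with compound (23 nl of library stock), in duplicate. After paraformaldehyde fixation and Hoechst stain, imaged at 20x; PNC prevalence scored by image analysis.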
12-hLO inh = inhibitors of human 12-lipoxygenase (ALOX12) | Potency, µM (series often up to 57.1 µM), for the others: top-dose activity change, negative = inhibition, most hits filed as inhibitors | purified 12-hLO, xylenol orange hydroperoxide absorbance | AID 1452 | P18054 | hit rate 0.12% among 150,000; further: potency means the concentration at half of the fitted maximal effect; nearly all actives have a fitted effect of over 55% in size; many of its hits are not listed in these tables
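Hydroperoxide output read as Fe(III)-xylenol orange absorbance, 573-to-405 nm ratio, after 30 min reaction with 40 uM arachidonic acid. Enzyme: 150 nM purified human 12hLO, 15 min compound preincubation; 25 mM Hepes pH 7.0, room temperature.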
Numbers without * were called inactive; ? = inconclusive; · = no result given; [ ] = remark or other dose. Unless noted, the call rests on the fitted dose curve; in most records, active means well fitted curve in the direction sought with a large enough effect; inconclusive means small, poorly fitted or top-dose-only effect, or another doubt; inactive means no such curve, though single readings can be large; an effect the other way counts as inactive or inconclusive. Unless noted, on the % scale 0 is the no-effect control and ±100 the full control effect.

1: c1ccc(N2CCN(c3cnc4ccccc4n3)CC2)cc1
2: O=C(CSc1nnc(-c2cccs2)o1)OC1CCCCC1
3: CSc1ccc(CNC2CC2)cc1
4: CC(C)c1ccc2c(c1)CCC1C(C)(C(N)=O)CCCC21C (stereo not given)
5: Cc1cccc(NC(=O)CSc2nc3c(oc4ccccc43)c(=O)n2-c2ccccc2)c1
6: Cc1nn(CCOc2ccccc2)c(=O)n1-c1c(F)cccc1F

assay / compound | 1 | 2 | 3 | 4 | 5 | 6
ALOX15B inhib | 24% | 0% | · | -3% | · | 17%[11.4 µM]
IMPase cell inh | -2 | -1 | 8 | · | -4 | 6[1.84 µM]
PNC inhibitor | -2 | 3 | 80 | · | -30 | ?
12-hLO inh | -12% | -7% | 11% | -7% | 2% | -2%

7: CN(C1CCCC1)C1CCN(C(=O)CNC(=O)/C=C/c2ccc(F)cc2)CC1
8: CCn1c2ccccc2c2cc(/C=N/n3cnnc3)ccc21
9: CCCC(=O)NCCCc1nc2ccccc2[nH]1
10: CCOC(=O)CSc1nnc(CNC(=O)c2ccc(OC)cc2)n1Cc1ccccc1
11: CCOc1cc(C2NC(=O)NC(C)=C2C(=O)OCc2ccccc2)ccc1O (stereo not given)
12: C/C(=N/NC(=O)Cc1cc(=O)[nH][nH]1)c1ccc([N+](=O)[O-])cc1

assay / compound | 7 | 8 | 9 | 10 | 11 | 12
ALOX15B inhib | · | 17% | -4% | -3% | -7% | ·
IMPase cell inh | · | 8 | 2 | 2 | -1 | 7
PNC inhibitor | -12 | 29 | ? | 13 | -9 | ?
12-hLO inh | 20% | 4% | -5% | -3% | -12% | 4%

13: N#Cc1cc2ccc(N3CCOCC3)cc2cc1C#N
14: Cc1ccc(CSc2nnc(C(F)(F)F)n2Cc2ccc(F)cc2)cc1
15: CC(C)Sc1nnc(NC(=O)C2CC2)s1
16: C=CCS(=O)(=O)c1nc2ccccc2s1
17: Cc1c(CN(C)C)c2c(n1C)C(=O)c1ccc(Br)cc1-2
18: COc1ccccc1C1CC(=O)NC(C)=C1C(=O)OCC(C)C (stereo not given)

assay / compound | 13 | 14 | 15 | 16 | 17 | 18
ALOX15B inhib | -8% | 4% | -6% | -13% | -5% | 5%
IMPase cell inh | -12 | 3 | 15 | 1 | 15 | 1
PNC inhibitor | ? | 64 | ? | 32 | ? | 39
12-hLO inh | -10% | 2% | -10% | -3% | 3% | -4%

19: C=CCn1c(=O)c2c(nc(-c3ccc(S(=O)(=O)O)cc3)n2C)n(C)c1=O
20: O=C(CCn1[nH]c(=O)c2ccccc2c1=O)NCCO
21: CC(C)CN=Cc1c(O)c([N+](=O)[O-])cc2oc3c(c12)CCCC3
22: CCOC(=O)Cc1csc(NC(=O)CSc2nnc(Cc3csc(N)n3)n2C)n1
23: COc1ccc(C(=O)Nc2ccc3c(c2)OCCO3)cc1
24: Cn1c(N)c(C(=O)COC(=O)CNS(=O)(=O)c2ccc(Cl)c(Cl)c2)c(=O)n(C)c1=O

assay / compound | 19 | 20 | 21 | 22 | 23 | 24
ALOX15B inhib | -8% | 1% | · | 0% | · | ·
IMPase cell inh | -5 | -19 | 5 | -3 | · | ·
PNC inhibitor | · | 26 | 0 | 28 | -26 | 16
12-hLO inh | -3% | -1% | -5% | -14% | -4% | -7%

25: O=C(NCCOc1nc(N2CCOCC2)nc(N2CCOCC2)n1)Nc1ccc(Cl)cc1
26: CCOc1ccc(NC(=S)N2CCC(N(C)CCN3CCOCC3)CC2)cc1
27: Cc1cc(C)nc(SCC(=O)c2ccc([N+](=O)[O-])cc2)n1
28: CCc1c(C)c2nncn2[nH]c1=O
29: O=C(N/N=C\c1ccc(F)cc1)c1ccc(Cn2cc(Br)c([N+](=O)[O-])n2)o1
30: CCOc1cc(/C=C2\N=C(SC)SC2=O)cc([N+](=O)[O-])c1OC(C)=O

assay / compound | 25 | 26 | 27 | 28 | 29 | 30
ALOX15B inhib | 2% | · | -1% | 5% | · | -14%
IMPase cell inh | 4 | · | 9 | 2 | · | 10
PNC inhibitor | 29 | 30 | 1 | -3 | ? | 26
12-hLO inh | 2% | -4% | -4% | 3% | -3% | -6%

31: CNS(=O)(=O)c1cc(OC)ccc1OC
32: Cc1noc(C)c1C(=O)N1CCC2(CC1)CN(c1ccccn1)C2
33: COC(=O)C(/C=N/OCc1ccc([N+](=O)[O-])cc1)NC(=O)c1ccccc1 (stereo not given)
34: O=C(NCc1ccccc1)C1CCN(S(=O)(=O)N2CCOCC2)CC1
35: Cc1occc1C(=O)NNC(=S)Nc1ccccc1C(F)(F)F
36: COc1ccc(C2C3=C(CC(C)(C)CC3=O)Nc3c2c(=O)[nH]c(=O)n3Cc2ccccc2)cc1 (stereo not given)

assay / compound | 31 | 32 | 33 | 34 | 35 | 36
ALOX15B inhib | 2% | -5% | -7% | 0% | · | -12%
IMPase cell inh | 4 | · | -1 | -1 | -8 | 1
PNC inhibitor | 1 | · | -1 | -8 | 1 | ?
12-hLO inh | -5% | -2% | 1% | -2% | -2% | -7%

37: COc1cccc(-c2ccc(C#N)c(SCC(=O)NCCc3ccccc3)n2)c1
38: Cc1occc(=O)c1OC(=O)Nc1ccc(Cl)c(Cl)c1
39: CCOC(=O)N1CCC(n2c(SCC(=O)NCc3ccco3)nc3ccsc3c2=O)CC1
40: O=C(c1cc(-c2ccncc2)nc2ccccc12)N1CCN(c2ccccn2)CC1
41: COCCNC(=O)COC(=O)CSCc1nc2ccccc2s1
42: CCCCN1C(=O)NC(NC(C)=O)(C(F)(F)F)C1=O (stereo not given)

assay / compound | 37 | 38 | 39 | 40 | 41 | 42
ALOX15B inhib | · | · | -3% | 8% | 0% | -3%
IMPase cell inh | 2 | · | 5 | 11 | -4 | 2
PNC inhibitor | ? | -113* | 1 | -29 | -22 | 11
12-hLO inh | -1% | -9% | 2% | -4% | 2% | -1%

43: CCN(CC)CCCOc1nc(C)nc2c1oc1ccccc12
44: COC(=O)[C@@H](NC(=O)N1CCN(c2cccc(C(F)(F)F)c2)CC1)C(C)C
45: CCN(C(=O)COC(=O)c1cccnc1SC)C1CCS(=O)(=O)C1 (stereo not given)
46: Cc1cc(C)n(-c2cc(N3CCOCC3)ncn2)n1
47: CC1(C)CC(=O)C(Sc2nnc(-c3ccc(O)cc3)n2CC2CCCO2)C(=O)C1 (stereo not given)
48: O=C1NCCCN1Cc1ccc(F)cc1Cl

assay / compound | 43 | 44 | 45 | 46 | 47 | 48
ALOX15B inhib | 0% | -2% | 1% | · | -15% | 0%
IMPase cell inh | 7 | 3 | 5 | -3 | 3 | 0
PNC inhibitor | -21 | 3 | 48 | 8 | ? | 22
12-hLO inh | -2% | -3% | -8% | 1% | 4% | -1%

Sorted by value in ALOX15B inhib (low to high): 4 of the compounds above
47: CC1(C)CC(=O)C(Sc2nnc(-c3ccc(O)cc3)n2CC2CCCO2)C(=O)C1 (stereo not given)
44: COC(=O)[C@@H](NC(=O)N1CCN(c2cccc(C(F)(F)F)c2)CC1)C(C)C
48: O=C1NCCCN1Cc1ccc(F)cc1Cl
45: CCN(C(=O)COC(=O)c1cccnc1SC)C1CCS(=O)(=O)C1 (stereo not given)

assay / compound | 47 | 44 | 48 | 45
ALOX15B inhib | -15% | -2% | 0% | 1%
IMPase cell inh | 3 | 3 | 0 | 5
PNC inhibitor | ? | 3 | 22 | 48
12-hLO inh | 4% | -3% | -1% | -8%

New compounds follow.
49: O=C(O)c1sccc1SCc1ccc(Cl)cc1Cl
50: CC1CCCCN1C(=O)Cn1cc(C=O)c2ccccc21 (stereo not given)
51: Cc1ccc(OC(=O)C(F)(F)F)c2c1NCCC2
52: COc1ccc(NC(=O)C2CCCN2C(=O)NCc2ccccc2)cc1OC (stereo not given)
53: CCn1c(N2CCC(Cc3ccccc3)CC2)nc2c1c(=O)[nH]c(=O)n2C
54: COCc1cc(=O)n2c(-c3ccc(C)cc3)n[nH]c2n1

assay / compound | 49 | 50 | 51 | 52 | 53 | 54
ALOX15B inhib | -9% | · | -4% | · | -15% | ·
IMPase cell inh | 4 | · | -4 | ? | 15 | 3
PNC inhibitor | 15 | -16 | 35 | ? | ? | 3
12-hLO inh | -7% | 2% | -3% | 2% | -9% | 1%

55: Cc1ccc2c(c1)nnn2C1CCN(S(=O)(=O)c2ccc(C(=O)N(C)C)cc2)CC1
56: COc1cc(C(=O)NCCOc2ccccc2)c(Br)c(OC)c1OC
57: Cc1ccc(CNC(=O)[C@@H]2CCC(=O)N2Cc2ccco2)cc1
58: Cc1n[nH]c(C)c1CCc1nc2c3ccccc3nc(SCC(=O)Nc3ccccc3F)n2n1
59: CCOc1ccc(Cl)cc1S(=O)(=O)n1cnc2ccccc21
60: CCOc1ccccc1NC(=O)c1ccccc1NS(C)(=O)=O

assay / compound | 55 | 56 | 57 | 58 | 59 | 60
ALOX15B inhib | · | -1% | -2% | -4% | -2% | 0%
IMPase cell inh | -2 | 14 | 4 | 8 | 0 | 5
PNC inhibitor | ? | -15 | 11 | 63 | ? | ?
12-hLO inh | 15% | 4% | -3% | -3% | 0% | 0%

61: CC(=O)Nc1ccc(S(=O)(=O)CCC(=O)O)cc1
62: CCOc1ccccc1OCCCNCc1ccco1
63: O=C(c1ccc(C(F)(F)F)cc1)N1CCCCC1
64: CCCCn1c(SCc2nc(N)nc(N3CCCCC3)n2)nc2c1c(=O)n(C)c(=O)n2C
65: Cc1nc2ccc(Cl)cc2nc(C)/c1=N\O
66: CC(=O)CCC(=O)c1ccc2ccccc2c1

assay / compound | 61 | 62 | 63 | 64 | 65 | 66
ALOX15B inhib | · | · | 4% | · | -19% | ·
IMPase cell inh | -2 | · | ? | · | 0 | ·
PNC inhibitor | 23 | 24 | 43 | 76 | 10 | 36
12-hLO inh | 3% | -1% | 3% | 5% | -8% | -2%

67: C=CCN=C(C)C1=C(O)CCC1=O
68: CCOC(=O)c1c(C)[nH]c(O)c1C=Nc1ccc(Cl)cc1
69: O=C(Nc1sc2c(c1C(=O)c1ccc(Cl)cc1)CCCC2)c1cccnc1
70: Cn1c(CCN2CCOCC2)nc2cc(NC(=O)COc3ccccc3)ccc21
71: Brc1cnc(N2CCCC2)nc1N1CCCCC1
72: CCN(CC)C(=O)c1cccc(C)c1

assay / compound | 67 | 68 | 69 | 70 | 71 | 72
ALOX15B inhib | 4% | -11% | -6%[11.4 µM] | -8% | 3% | -18%
IMPase cell inh | 3 | 5 | 3[1.84 µM] | 2 | 1 | ·
PNC inhibitor | 55 | 55 | 26 | -11 | ? | ·
12-hLO inh | -1% | -8% | 3% | -1% | 1% | 4%

73: CN(C)S(=O)(=O)c1cccc(N=c2scc(-c3ccc4c(c3)NC(=O)CO4)n2CC2CCCO2)c1 (stereo not given)
74: O=C(CCc1ccc(S(=O)(=O)NCCc2ccccc2)cc1)NCc1ccco1
75: NC(N)=NCCC[C@H](NC(=O)CC1(CC(=O)N2CCN(C3c4ccccc4NC(=O)c4ccccc43)CC2)CCCC1)C(=O)NCCn1c(=O)n(-c2ccccc2)n(-c2ccccc2)c1=O (stereo not given in full)
76: N#Cc1c(N)c(C(=O)c2ccccc2)n2c1CCC2
77: COC(=O)[C@H](CC(C)C)NC(=O)NC1CCCc2ccccc21 (stereo not given in full)
78: CCOC(=O)c1c(Nc2nc(C)c(C(=O)NC)s2)sc(C)c1C
79: CN(C)c1ccc(-c2nn3c(-c4ccccc4Cl)nnc3s2)cc1
80: CC(C)C(=O)N1CCN(c2ccc([N+](=O)[O-])c(NC(C)c3ccccc3)c2)CC1 (stereo not given)

assay / compound | 73 | 74 | 75 | 76 | 77 | 78 | 79 | 80
ALOX15B inhib | -13% | · | 52%[activator] | 0% | 3% | -14% | -8% | ·
IMPase cell inh | 18 | 9 | · | -4 | 1 | -2 | 16 | ·
PNC inhibitor | 28 | -16 | · | -21 | 14 | -82* | ? | -2
12-hLO inh | -5% | 0% | 5% | -5% | -2% | -3% | 1% | -8%

Bioassay records (PubChem)

An excerpt. The share of hits here may be higher or lower than overall.
